GLP1R cytotox = cytotoxicity counter-screen for GLP-1 receptor inverse agonists. AID 624418. hit rate 0.13% among 410,000. Potency, µM (titrated, usually from 38.3 µM), inactives show top-dose activity change, negative = inhibition, actives largely listed as inhibitors. HEK293 cAMP-luciferase reporter cells, luminescence, 24 h;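 further: loss of luciferase light is scored as toxicity; potency means the concentration at half of the fitted maximal effect; on the % scale 0 is the no-effect control and ±100 the full control effect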
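Step one: seed cells (200 cells/uL, DMEM with 10% Nu serum, 1% pen-strep). Step two: 12-hour incubation at 37 deg C. Step three: pin 23 nL compound, incubate 24 hr. Step four: add luciferase reagent, read luminescence 12 min later.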
pAkt inh = blocks phosphorylation of Akt | Neuro2A IGF-stimulated pAkt S473 HTRF, 20 min; stronger effect = lower value | activity change, % for hits at 50 µM | hit rate 0.32% among 360,000 | AID 651550; in the data active means activity change below about -80%; inconclusive means mostly about -51% to -80%; further: on the % scale 0 is the no-effect control and ±100 the full control effect
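Single-point screen (50 µM final compound) in Neuro2A cells stimulated 20 min with 6 nM IGF at 37 deg C. After lysis, Ser473-phosphorylated Akt read by HTRF (ex 330 nm, em 615/665 nm) as the 665/615 ratio.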
aSyn yeast inh = alpha-synuclein toxicity inhibition in yeast | hit rate 0.14% among 370,000 | Yeast expressing alpha-synuclein, growth rescue, BacTiter-Glo, 24 h | Potency, µM (highest dose often 46.1 µM), for the others: top-dose growth rescue (activation), most hits filed as activators; further: potency means the concentration at half of the fitted maximal effect; % of control where 0% means no effect; nearly all actives have a fitted effect of over 65% in size
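Rescue of yeast growth: cells expressing toxic alpha-synuclein, induced in galactose at OD600 0.02, incubated with compound 24 h at 30 C. ATP luminescence quantified growth; inhibitors of toxicity appear as activators.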
TDP-43 yeast inh = inhibitors of TDP-43 toxicity in yeast; TDP-43 expressing yeast growth rescue, BacTiter-Glo, 24 h; Potency, µM (series often up to 46.1 µM), inactives show at the top dose growth rescue (activation), actives largely listed as activators; hit rate 1.8% among 410,000; AID 652104; further: potency means the concentration at half of the fitted maximal effect; % of control where 0% means no effect; nearly all actives have a fitted effect of over 50% in size
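Luminescence from BacTiter-Glo reports growth of TDP-43-expressing yeast after 24 hr at 30 deg C with compound. Cells were raffinose-pregrown to mid-log, then seeded in galactose medium at OD600=0.02.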
GLP-1R inv ag = GLP-1 receptor (human) inverse agonism. hit rate 1.6% among 410,000. AID 624417. HEK293 GLP-1R CRE-luciferase, luminescence, 24 h; GLP-1R form is constitutively active. Potency, µM (titrated, usually from 38.3 µM), for inactives: top-dose activity change, negative = inhibition, actives largely listed as inhibitors; further: potency means the concentration at half of the fitted maximal effect; on the % scale 0 is the no-effect control and ±100 the full control effect; nearly all actives have a fitted effect of over 55% in size
Target sequence (P43220 whole entry, looked up): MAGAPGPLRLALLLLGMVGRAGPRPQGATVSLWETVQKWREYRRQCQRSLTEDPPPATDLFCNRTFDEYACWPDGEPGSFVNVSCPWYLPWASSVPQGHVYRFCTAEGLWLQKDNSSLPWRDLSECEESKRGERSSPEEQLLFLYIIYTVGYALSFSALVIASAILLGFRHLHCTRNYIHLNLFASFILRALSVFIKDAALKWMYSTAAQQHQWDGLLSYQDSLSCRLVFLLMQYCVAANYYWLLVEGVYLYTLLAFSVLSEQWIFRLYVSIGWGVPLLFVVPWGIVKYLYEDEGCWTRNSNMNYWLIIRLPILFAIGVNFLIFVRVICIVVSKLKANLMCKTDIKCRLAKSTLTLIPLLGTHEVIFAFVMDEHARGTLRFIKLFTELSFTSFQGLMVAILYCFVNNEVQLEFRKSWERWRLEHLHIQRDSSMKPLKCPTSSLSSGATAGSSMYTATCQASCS
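Using stably transfected HEK293 (constitutively active GLP-1R, cAMP-luciferase reporter), compounds were incubated 24 hr and luciferase measured by luminescence.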
FUS suppressor = suppressors of FUS proteinopathy in yeast. S. cerevisiae FUS-expressing, growth rescue, OD600, 24 h. Potency, µM (top dose mostly 76.6 µM), for the others: at the highest dose growth rescue (activation), usual class: activators. hit rate 0.24% among 390,000;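 further: potency means the concentration at half of the fitted maximal effect; plate controls were DMSO vehicle for no effect and reference control for full effect; nearly all actives have a fitted effect of over 55% in size; some results filed as inactive show a strong effect at the top dose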
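Restored growth of FUS-toxic S. cerevisiae, read as 600 nm absorbance after 24 h at 30C in galactose medium (starting OD 0.005). Controls CP55940 and DMSO.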
Abeta rescue = compounds reversing amyloid beta toxicity in yeast. yeast expressing A-beta42, growth rescue, OD600, 48 h; response scale: 0% DMSO, 100% iron-clioquinol control. Potency, µM (titrated, usually from 46.1 µM), inactives show at the highest dose growth rescue, actives largely listed as activators. hit rate 0.063% among 410,000. AID 1347071; further: potency means the concentration at half of the fitted maximal effect; nearly all actives have a fitted effect of over 55% in size
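Yeast growth medium received pinned compounds, then yeast cells expressing toxic A-beta were added; plates incubated at 30 C for 48 hr. Growth read as absorbance at 600 nm, normalized to DMSO and equimolar FeCl3 plus clioquinol controls.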
PTHR1 ag = activates the human parathyroid hormone receptor PTHR1; Q03431; HEK293 GP2 PTHR1 cells, GloSensor cAMP luminescence, 1 h; Potency, µM (titrated, usually from 115 µM), inactives show top-dose activation, actives largely listed as activators; hit rate 0.075% among 410,000; AID 743266; further: potency means the concentration at half of the fitted maximal effect; nearly all actives have a fitted effect of over 55% in size; some results filed as inactive show a strong effect at the top dose; inactives centre near -15; many of its hits are not listed in these tables
Target sequence (Q03431 whole entry, looked up): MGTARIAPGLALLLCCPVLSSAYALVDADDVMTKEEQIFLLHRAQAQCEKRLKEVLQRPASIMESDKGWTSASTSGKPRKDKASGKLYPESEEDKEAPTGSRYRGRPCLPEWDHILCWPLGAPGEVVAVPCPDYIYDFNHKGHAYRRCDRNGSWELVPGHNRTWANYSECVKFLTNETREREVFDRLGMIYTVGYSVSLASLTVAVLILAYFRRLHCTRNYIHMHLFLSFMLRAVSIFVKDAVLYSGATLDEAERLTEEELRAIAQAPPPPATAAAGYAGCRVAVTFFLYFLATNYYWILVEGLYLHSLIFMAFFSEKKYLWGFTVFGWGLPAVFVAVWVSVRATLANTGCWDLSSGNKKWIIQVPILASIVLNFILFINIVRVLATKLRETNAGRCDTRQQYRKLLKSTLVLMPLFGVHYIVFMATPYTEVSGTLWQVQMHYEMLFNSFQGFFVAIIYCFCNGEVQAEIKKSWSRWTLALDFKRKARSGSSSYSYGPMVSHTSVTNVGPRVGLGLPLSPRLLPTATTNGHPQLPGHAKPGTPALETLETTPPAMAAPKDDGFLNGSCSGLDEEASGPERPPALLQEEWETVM
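HEK-293-derived GP2 cells expressing PTHR1 and a GloSensor cAMP reporter, 3,000/well, plated overnight, given luciferin plus IBMX (each 0.5 mM as added) for 1 h at 37 °C, then compound for 1 h at 37 °C. Luminescence was read after 15 min at room temperature.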
MmCpn inh = blocks the Methanococcus maripaludis chaperonin Mm-Cpn | Potency, µM (highest dose often 76.9 µM), inactives show at the top dose activity, negative = inhibition, hits mostly inhibitors | purified Mm-Cpn ATPase, ADP Transcreener TR-FRET | hit rate 0.031% among 330,000; further: potency means the concentration at half of the fitted maximal effect; on the % scale 0 is the no-effect control and ±100 the full control effect; nearly all actives have a fitted effect of over 80% in size
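ATPase turnover read by TR-FRET ADP competition (Eu cryptate antibody/ADP-d2, 665/590 nm): 10uM ATP final, 25nM Mm-CPN final, 30 min 37degC after 10-min compound preincubation, pH 7.4 Tris/KCl/MgCl2/DTT buffer.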
Active calls of the source: *; i = inactive; ? = inconclusive; / = not tested or not shown; & = joins results of further samples; [ ] = remark or other dose. Unless noted, the call rests on the fitted dose curve; in most records, active means well fitted curve in the direction sought with a large enough effect; inconclusive means small, poorly fitted or top-dose-only effect, or another doubt; inactive means no such curve, though single readings can be large; an effect the other way counts as inactive or inconclusive.

SMILES	GLP1R cytotox	pAkt inh	aSyn yeast inh	TDP-43 yeast inh	GLP-1R inv ag	FUS suppressor	Abeta rescue	PTHR1 ag	MmCpn inh
Cc1ccc(CN2CCNC(=O)C2CC(=O)N(C)C2CCCCC2)cc1 (configuration not stated)	6%	i	1%	-13%	2%	8%	-5%	-20%	1%
Cc1cc(C)nc(SCCC(=O)Nc2ccc(F)cc2)n1	4%[0.307 µM]	i	0%	-1%	0%[0.307 µM]	3%	23%	i	3%
Cc1ccccc1S(=O)Cc1ccc(C(=O)NC2CCCCCC2)o1 (configuration not stated)	-14%	/	/	5%	?	-8%	-5%	-38%[inhibitor]	/
O=C(NCCCN1CCOCC1)c1cc(-c2ccc(Br)cc2)on1	-1%	i	0%	-3%	0%	6%	-19%	i	1%
COc1cccc(-c2nc(CS(=O)(=O)CC(=O)NCc3ccc(Cl)cc3)c(C)o2)c1	3%	i	-2%	-2%	2%	-2%	-5%	i	-6%
CC1C(=O)N(Cc2cn(Cc3ccco3)nn2)CCS(=O)(=O)N1Cc1ccc(-c2ccccc2Cl)cc1 (configuration not stated)	1%	i	?	?	?	?	-4%	-45%[inhibitor]	/
Cc1cccc(NC(=O)COc2ccc(/C=N\n3cnnc3)cc2)c1	-4%	i	1%	4%	19%	/	-4%	-17%	1%
COc1ccc(C)cc1S(=O)(=O)N1CCN(S(=O)(=O)c2cc(C(=O)O)ccc2C)CC1	2%	i	-2%	-9%	24%	-6%	-5%	6%	1%
Cc1cccc(-n2ncc3c(NNC(=O)c4ccccc4Cl)ncnc32)c1	-4%	/	/	?	-9%	-21%	6%	i	/
COc1ccc(OC(=O)N(C)C[C@H]2OCc3cn(nn3)CCCC(=O)N([C@H](C)CO)C[C@@H]2C)cc1	7%	i	-2%	19%	2%	-16%	-2%	-15%	/
CC1(C(=O)Nc2ccc3c(c2)OCO3)CCN1C(=O)CC1CC1 (configuration not stated)	-9%	i	-4%	19%	-24%	-17%	-1%	i	/
Cc1ccc(CNC(=O)CSc2ccsc2[N+](=O)[O-])cc1	-14%	i	3%	/	4%	23%	11%	i	-1%
COCCNC(=O)CN1CCN(S(=O)(=O)c2ccc3c(c2)CCCC3)CC1	1%	i	2%	21%	0%	0%	-16%	-13%	1%
CC(=O)Nc1ccc(/C=N/N2CCCCC2)cc1	18%[7.66 µM]	i	-4%	14%[9.22 µM]	8%[7.66 µM]	7%	-7%	i	-1%
C=CCOc1cccc(C2C(C(=O)c3ccco3)=C(O)C(=O)N2Cc2cccnc2)c1 (configuration not stated)	16%	i	0%	-13%	3%	38%	-32%	18%	-3%
O=C(CSc1nnc(C2CCCCC2)o1)Nc1ccccc1Cl	1%	i	4%	26%	-9%	18%	1%	-37%[inhibitor]	3%
COc1ccc(C(=O)O)cc1S(=O)(=O)Nc1cc(C(F)(F)F)ccc1N1CCCCC1	5%	i	11%	?	-15%	1%	7%	-80%[inhibitor]	/
Cc1nn(CC(=O)NC(=O)NC2CCCC(C)C2C)c(=O)c(C#N)c1C (configuration not stated)	-9%	i	-4%	-3%	?	18%	-7%	-12%	1%
O=C(NCCCn1ccnc1)C(=O)NCc1ccc(Cl)cc1	10%	i	0%	0%	?	-12%	3%	i	2%
CC(C)c1cc(C(C)C)n2nc(N)nc2n1	-11%	i	-5%	9%	106%[activator]	-23%	1%	i	-1%
COc1ccc(CNC(=O)C(=O)NCCC2CCCCN2S(=O)(=O)c2cccs2)cc1 (configuration not stated)	24%	i	9%	7%	-9%	33%	12%	-31%[inhibitor]	-1%
Cc1cc(C(=O)NCC(c2ccco2)N2CCCC2)c2ccccc2n1 (configuration not stated)	5%	i	1%	21%	2%	3%	15%	i	1%
CC(C)(Oc1ccc(Cl)cc1)C(=O)Nc1c2c(nn1C(C)(C)C)CS(=O)(=O)C2	1%	i	2%	11%	4%	13%	-11%	-20%	-3%
Cc1cc(O)c(Sc2ccc(Cl)cc2)c(=O)[nH]1	-4%	i	-5%	-7%	-10%	33%	4%	-9%	/
CCOCC(=O)N1CCN(c2ccc(F)cc2)CC1	16%	i	-2%	-2%	1%	-23%	-13%	i	0%
(next part)
SMILES	GLP1R cytotox	pAkt inh	aSyn yeast inh	TDP-43 yeast inh	GLP-1R inv ag	FUS suppressor	Abeta rescue	PTHR1 ag	MmCpn inh
Cc1cccc(CN2C(=O)CCSc3ccc(Cl)cc32)c1	29%	i	3%	20%	?	18%	-14%	-10%	0%
CCCCNC(=O)[C@H](Cc1c[nH]c2ccccc12)NC(=O)c1ccccc1Cl	-8%	i	5%	5%	-48%	-10%	2%	i	-1%
CCOC(=O)c1c(NC(=O)C(C)Sc2cn(CCNC(=O)c3ccc(OC)c(OC)c3)c3ccccc23)sc2c1CCC2 (configuration not stated)	-1%	/	/	2%	11%	9%	-16%	-29%	/
Cc1nc(C(C)NC(=O)CCc2nnc(-c3ccsc3)o2)cs1 (configuration not stated)	4%	i	0%	7%	4%	1%	8%	i	-2%
Nc1nn2c(-c3ccccc3)cc(=O)[nH]c2c1N=Nc1ccc(Br)cc1	-2%	i	-3%	5%	-6%	-13%	-33%[inhibitor]	i	0%
CCn1c(COc2ccc3c(c2)CCCC3)nnc1SCC(=O)Nc1nccs1	6%	i	-1%	-16%	0%	9%	-3%	-7%[57.5 µM]	3%
CC1(C)OC(c2ccccc2)=C/C(=C/C=C2C(=O)c3ccccc3C2=O)O1	-10%	i	-4%	-23%	10%	-15%	-3%	-13%	-2%
O=C(NCCSCc1c(F)cccc1Cl)Nc1ccccc1	-12%	i	10%	-7%	?	16%	-4%	-7%	0%
COc1ccc(/C=C/S(=O)(=O)NCc2ccccc2)cc1OC	0%	i	13%	-1%	13%	11%	-16%	-82%[inhibitor]	3%
c1ccc(N2CCN(c3ncccn3)CC2)cc1	-7%	i	17%	?	3%	-23%	18%	-36%[inhibitor][57.5 µM]	3%
Cc1ccccc1N/N=C/c1ccc(C#N)cc1	-9%	i	-11%	?	?	/	-14%	-51%[inhibitor]	-2%
C[C@H](NC(=O)c1ccco1)C(=O)N1CCN(c2ccc(C(F)(F)F)cn2)CC1	3%	i	-5%[1.84 µM]	-6%	-9%	12%	-14%	-40%[inhibitor]	-2%
O=C1C(Cl)=C(NC(=O)c2ccccc2)C(=O)C(Cl)=C1NC(=O)c1ccccc1	?	i	14%	?	?	30%	22%	-18%	?
N#CC1=C(N)SC(N)=C(C#N)C1C1CC=CCC1 (configuration not stated)	10%	/	1%	-6%	0%	15%	27%	2%[57.5 µM]	1%
CC(C)C1CC(CCN2CCCCC2)(c2ccccc2)CCO1 (configuration not stated)	-9%	i	1%	-9%	-20%	-6%	8%	i	-1%
CCOc1ccc(C2CC(c3c(O)c4ccccc4oc3=O)=NN2c2ccccc2)cc1OC (configuration not stated)	7%	i	?	-32%[inhibitor]	-1%	3%	-17%	-18%	1%
COc1ccc(C(C(=O)NCC2CCCO2)N(C(=O)CNC(=O)c2cccs2)c2ccccc2)cc1OC (configuration not stated)	-12%	i	2%	-10%	?	6%	13%	i	0%
Cc1ccc(S(=O)(=O)NNC(=O)c2sccc2-n2cccc2)cc1	-2%	i	6%	6%	0%	4%	26%	-4%[57.5 µM]	0%
Cc1ccc(C(C)C)c(OCc2ccc(-c3nnco3)cc2)c1	?	i	0%	9%	32%[activator]	-5%	15%	-13%[57.5 µM]	0%
Cc1c(C)n(CCO)c2ncnc(Nc3ccc(F)cc3)c12	-6%	i	5%	3%	56%[activator]	2%	14%	i	-1%
CC(C)CC(=O)Nc1nnc(S(=O)(=O)N2c3ccccc3CC2C)s1 (configuration not stated)	-2%&-2%	i	2%	2%&21%	-6%&-5%	-2%&-20%	-10%&3%	-9%	1%
COc1ccccc1N1CCN(C(=O)c2cc3cc(C)ccc3[nH]2)CC1	12%	i	0%	9%	2%	-3%	11%	-27%	1%
Cc1ccc(S(=O)(=O)NC2(C(F)(F)F)NC(=O)N(Cc3ccccc3)C2=O)cc1 (configuration not stated)	-1%	i	3%	12%	7%	/	9%	-14%	0%
COCCCn1c(SC(C)C(=O)NC2CC2)nc2ccccc2c1=O (configuration not stated)	5%	i	-11%	0%	31%[activator]	11%	-14%	20%	2%
COc1ccc(OC)c(C2CC(=O)N(c3cccc(C)c3)C3=C2C(=O)OC3)c1 (configuration not stated)	-7%	/	/	15%	-4%	19%	8%	-41%[inhibitor]	/
CCOC(=O)N1CCN(C(=O)CN(c2ccc(Oc3ccccc3)cc2)S(C)(=O)=O)CC1	1%	i	-5%	7%	4%	20%	9%	-39%[inhibitor]	2%
O=C(CCC(=O)NNC(=O)c1ccc([N+](=O)[O-])cc1)NCc1ccccc1	0%[7.66 µM]	i	-3%	-6%[9.22 µM]	-13%[7.66 µM]	17%	2%	-10%	3%
COc1ccc(/C=C/C(=O)NCc2ccc3c(c2)OCO3)cc1OC	5%	i	7%	-6%	63%[activator]	-14%	-9%	i	/
CCc1nc(NCC2CC2)c2nnn(Cc3ccccc3)c2n1	27%	i	4%	20%	9%	-4%	-7%	-2%	/

Just MmCpn inh and FUS suppressor, for 2 of the compounds above:
SMILES | MmCpn inh | FUS suppressor
O=C(NCCSCc1c(F)cccc1Cl)Nc1ccccc1 | 0% | 16%
CCOC(=O)c1c(NC(=O)C(C)Sc2cn(CCNC(=O)c3ccc(OC)c(OC)c3)c3ccccc23)sc2c1CCC2 (configuration not stated) | / | 9%

From PubChem BioAssay

The list is partial; the hit share may differ from the screen's.
